# Compound activity from PubChem.
# STK33 kinase inh: blocks human STK33 kinase activity; purified STK33, MBP phosphorylation, ADP-Glo luminescence; inhibition, % at 10 µM; hit rate 0.073% among 320,000; AID 2661;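 active means inhibition at or above 25%, using the most active replicate where run in duplicate; inactive means inhibition below 25%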
# Target sequence (Q9BYT3 whole entry, looked up): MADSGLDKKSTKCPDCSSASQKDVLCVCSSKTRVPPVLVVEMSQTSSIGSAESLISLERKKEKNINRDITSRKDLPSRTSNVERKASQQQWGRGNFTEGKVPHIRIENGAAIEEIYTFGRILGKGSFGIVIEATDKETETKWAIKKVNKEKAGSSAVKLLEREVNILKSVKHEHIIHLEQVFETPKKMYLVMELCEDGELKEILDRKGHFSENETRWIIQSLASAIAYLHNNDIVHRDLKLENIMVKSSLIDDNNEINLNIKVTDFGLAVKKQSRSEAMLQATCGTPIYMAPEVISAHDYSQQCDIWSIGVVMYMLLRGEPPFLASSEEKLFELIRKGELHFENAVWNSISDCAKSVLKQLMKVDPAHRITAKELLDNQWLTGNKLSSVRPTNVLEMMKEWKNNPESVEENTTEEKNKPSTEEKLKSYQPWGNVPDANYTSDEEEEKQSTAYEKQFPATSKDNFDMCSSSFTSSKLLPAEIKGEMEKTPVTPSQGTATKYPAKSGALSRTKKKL
# CHT PAM: allosteric activators of human choline transporter CHT. hit rate 0.49% among 310,000. CHT-expressing cells, membrane potential dye, choline EC20; active compounds read high; LV-AA mutant CHT in HEK293 cells. Q9GZV3. B-score at 10 µM;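 active means initial fluorescence not abnormally high and integrated response B-score, plate-corrected, over 3 SD above library mean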
# Target sequence (Q9GZV3 whole entry, looked up): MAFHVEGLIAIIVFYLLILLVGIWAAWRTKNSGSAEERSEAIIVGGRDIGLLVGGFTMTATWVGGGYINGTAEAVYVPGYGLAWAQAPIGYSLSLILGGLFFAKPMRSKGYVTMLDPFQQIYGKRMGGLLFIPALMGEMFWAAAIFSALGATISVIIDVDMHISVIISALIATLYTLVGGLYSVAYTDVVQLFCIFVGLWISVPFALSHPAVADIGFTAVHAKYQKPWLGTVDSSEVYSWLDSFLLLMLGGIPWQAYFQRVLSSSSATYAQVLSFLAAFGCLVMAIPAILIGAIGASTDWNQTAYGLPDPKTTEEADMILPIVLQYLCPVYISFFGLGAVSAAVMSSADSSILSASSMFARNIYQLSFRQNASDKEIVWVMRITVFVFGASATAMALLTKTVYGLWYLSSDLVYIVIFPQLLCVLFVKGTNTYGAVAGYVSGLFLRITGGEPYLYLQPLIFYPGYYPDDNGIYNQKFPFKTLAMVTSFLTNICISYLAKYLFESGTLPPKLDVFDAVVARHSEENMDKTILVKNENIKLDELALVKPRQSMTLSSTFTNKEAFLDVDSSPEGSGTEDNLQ
# CHT block: human CHT choline transport inhibition | CHT-expressing cells, membrane potential dye, choline response; active compounds read low | hit rate 0.86% among 310,000 | B-score at 10 µM | Q9GZV3 | AID 488975;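 active means B-score over 3 SD under the library average, and starting fluorescence ratio not unusually high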;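 further: choline stimulus applied at its EC90 after an EC20 pre-addition; B-score computed on integrated fluorescence ratio after choline addition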
# The depositor's hits bear a star; i = inactive; . = not tested or not shown.
# Order of results – CHT PAM, CHT block, STK33 kinase inh
Cc1nc(C(=O)Nc2cccc(Cl)c2Cl)nn1-c1cc(OC(C)C)c(Cl)cc1Cl
→ i, i, -2.2
CC(C)CCOc1ccc(-c2c(=O)n(OCc3ccc([N+](=O)[O-])cc3)c3ccccc3[n+]2[O-])cc1
→ i, i, -0.6
O=C(Nc1ccccc1C(=O)NC1CCCCC1)c1ccccc1
→ i, i, -1.3
COc1cc(/C=C(\C#N)C(=O)N2CCc3ccccc32)ccc1O
→ i, i, 2.5
O=C(Cn1cnc2ccccc2c1=O)N1CCN(c2ccc(F)cc2)CC1
→ i, i, -2.5
COc1ccccc1C1CCCN1Cc1nc(-c2ccc(C)s2)oc1C (stereo not given)
→ i, i, 0.5
Cc1ccc([C@@H]2C[C@H]3CN(Cc4cccc(Cl)c4)C(=O)[C@]34CCCN24)o1
→ i, i, -1.7
Cc1ccc(N2CC(C(=O)N3CCOCC3)CC2=O)cc1C (stereo not given)
→ i, i, -1.2
COc1ccc(CCn2nnc(-c3ccc(NC(C)=O)c(Cl)c3)n2)cc1
→ i, i, -0.3
Oc1c(Br)cc(Br)c(/C=N/n2c(-c3ccccc3)n[nH]c2=S)c1Br
→ i, -6.8*, 10.0
Cc1cc(NC(=O)Nc2ccccc2[N+](=O)[O-])no1
→ i, i, -0.3
CC(C)CC1NC(=O)N(CC(=O)Nc2ccccc2-c2ccccc2)C1=O (stereo not given)
→ i, i, 0.4
COc1c(C)cc(C(=O)C2CCCN(Cc3c(C)n(C)n(-c4ccccc4)c3=O)C2)cc1C (stereo not given)
→ i, i, -1.4
CC1CC1C(=O)Nc1nc2ccc(Cl)cc2s1 (stereo not given)
→ i, i, 2.0
O=C(CCc1nnc2ccc(N3CCCC3)nn12)Nc1cc(F)ccc1F
→ i, i, -1.9
CCN(C(=O)CSc1nnc(-c2ccc(Cl)cc2)n1C)C1CCS(=O)(=O)C1 (stereo not given)
→ i, i, -2.3
COc1ccccc1C(=O)NC(=O)Nc1c(C)cc(C)cc1C
→ i, i, -0.4
CC(C)=N/N=C(/c1ccc([N+](=O)[O-])cc1)C12CN3CN(CN(C3)C1)C2
→ i, i, -1.0
CC(C)N(C(=O)CSc1nc(COc2ccccc2)nc2ccccc12)C(C)C
→ i, i, 0.5
O=C(CNc1cccc2ccccc12)N/N=C/C(Br)=C/c1ccccc1
→ i, i, 0.4
CCOC(=O)N1CCN(CC(=O)Nc2ccc(F)c(F)c2F)CC1
→ i, i, 0.1
O=C(CN1C(=O)/C(=C/c2cccc(Br)c2)SC1=S)NC1=NCCS1
→ i, i, 0.8
Cc1ccc(C2(C)NC(=O)N(CC(=O)NNC(=O)c3cc(C)oc3C)C2=O)cc1 (stereo not given)
→ i, i, -1.2
COCCN1C(=O)C(=O)/C(=C(/O)c2ccc(S(=O)(=O)N3CCCCC3)cc2)C1c1ccc(OC)c(OC)c1 (stereo not given)
→ i, i, -0.7
COc1ccc(CCNC(=O)c2ccccc2NC(=O)c2ccco2)cc1OC
→ i, i, -1.0
COc1ccc(C(C)(C)C)cc1NC(=O)Cn1cnnn1
→ i, i, -0.7
CN(C)CCn1nnnc1SCC1=C(C(=O)O)N2C(=O)[C@@H](NC(=O)Cc3csc(N)n3)[C@H]2SC1
→ i, i, -0.2
O=c1c2c3c(sc2n(CCN2CCCC2)c(=O)n1Cc1ccccc1)CCCCC3
→ i, i, -0.8
O=C(CN1CCC(n2nnc3ccccc32)CC1)Nc1ccc2c(c1)CCC2
→ i, i, -0.9
CCc1ccc2c(c1)cc(CN(C(=S)Nc1ccccc1C)C1CC1)c1nnnn12
→ i, i, 1.1
O=C(NN1C(=O)c2ccccc2C1=O)c1ccc2c(c1)C(=O)N(CC1CCCO1)C2=O (stereo not given)
→ i, i, 0.6
O=[N+]([O-])c1cc(-c2cnc3ccccc3n2)ccc1Oc1ccc(Cl)cc1
→ i, i, -0.1
COc1ccc2[nH]cc(C3N4CC5(C)CN3CC(C)(C4)C5=O)c2c1 (stereo not given)
→ i, i, -0.6
COC(=O)C(C(=O)OC)C(C[N+](=O)[O-])c1ccc(OC)c(OC)c1 (stereo not given)
→ i, i, -0.2
COC(=O)c1c(NC(=O)CN2CCOCC2)sc2c1CCC(C)C2 (stereo not given)
→ i, i, 0.7
C=CCNC(=O)C1CCC(=O)N1S(=O)(=O)c1ccc(C)cc1 (stereo not given)
→ i, i, -1.0
NS(=O)(=O)c1cccnc1Nc1cccc(Cl)c1Cl
→ i, i, -0.2
O=C(NC(=S)NNC(=O)c1cnccn1)c1ccc(F)cc1
→ i, i, -1.3
CC(=O)O[C@@H]1[C@@H](OC(C)=O)[C@H](n2ccc3cc([N+](=O)[O-])ccc32)OC[C@@H]1OC(C)=O
→ i, i, -0.3
CCN1CCN(c2cc(C)c3cc(NC(=O)c4ccc(Br)o4)ccc3n2)CC1
→ i, i, 29*
Cc1cc(C)c(S(C)(=O)=O)c(Oc2cccc(C(F)(F)F)c2)n1
→ i, i, -0.3
O=C1C(CSCc2ccccc2)NC(=S)N1c1ccccc1 (stereo not given)
→ i, i, -0.3
CC(=O)Nc1ccc(S(=O)(=O)NCCC(=O)Nc2cccc(Cl)c2)cc1
→ i, i, -0.7
O=Cc1cn(CC(=O)N2CCCCC2)c2ccccc12
→ i, i, -1.0
O=C(NCCOc1ccccc1)c1ncn[nH]1
→ i, i, -1.2
COc1cccc(-n2nnnc2SCC(=O)Nc2cccc(NC(C)=O)c2)c1
→ i, i, -1.9
COc1cc(C(=O)Nc2ccc3c(c2)ncn3C)cc(OC)c1OC
→ i, i, 1.2
Cc1ccc([N+](=O)[O-])cc1NC1OC(CO)C(O)C1O (stereo not given)
→ i, i, 0.1
CCN(CC)C(=O)/C(=C/c1ccc(F)cc1)NC(C)=O
→ i, i, -2.1
O=C(Cc1ccc([N+](=O)[O-])cc1)Nc1ccc(O)cc1C(=O)O
→ i, i, -1.2

# (further entries)
# Order of results – CHT PAM, CHT block, STK33 kinase inh
CC(C)c1ccc(NC2CCCN(C(=O)c3ccnc(Cl)c3)C2)cc1 (stereo not given)
→ i, i, 0.4
O=C(NNC(=O)c1cccc2ccccc12)c1ccccc1O
→ i, i, -1.4
CC1=CN2C(=N)/C(=C/c3ccc(Sc4ccc(Cl)cc4)o3)C(=O)N=C2S1
→ i, i, -2.2
CC(=O)c1ccc(S(=O)(=O)N2CCN(C(=O)CN3C(=O)NC4(CCCC4)C3=O)CC2)cc1
→ i, i, -1.2
COc1cc(/C=N/NC(=O)C[n+]2ccccc2)cc(OC)c1OC
→ i, i, -0.2
Cc1ccc(NC(=S)N2CCC(NC(=O)c3ccc(C)cc3)CC2)cc1
→ i, i, 0.3
CC(Oc1ccc(S(=O)(=O)N2CCCC2)cc1[N+](=O)[O-])C(=O)NC(C)c1ccccc1 (stereo not given)
→ i, i, -1.1
O=C(N/N=C/c1ccc([N+](=O)[O-])cc1)c1cccc2cc[nH]c12
→ i, i, -1.3
CC1(C)CSC(=NCCc2ccccc2)N1C(=O)c1ccc(C#N)cc1
→ i, i, .
C=CCn1c(CCNC(=O)c2cccs2)nnc1SCC(=O)Nc1cccc(Cl)c1C
→ i, i, 0.9
COc1cc(C(=O)NC2CC(C)(C)CC(C)(C)C2)ccc1OC1CCN(C(C)=O)CC1
→ i, -6.9*, -0.1
Cn1cnnc1Sc1ccc(/C=C/C(=O)c2ccc(O)cc2)cc1[N+](=O)[O-]
→ i, i, 5.5
O=C(CN1C(=O)CC(c2ccccc2)S(=O)(=O)c2ccccc21)N1CCCC1 (stereo not given)
→ i, i, -1.5
O=C1c2ccccc2C(=O)N1CCc1ccccn1
→ i, i, -2.1
CCOC(=O)C1CCN(C(=O)C(C)c2ccc([N+](=O)[O-])cc2)CC1 (stereo not given)
→ i, i, 0.4
Cc1ccc(C2CC(=O)Oc3cc(O)ccc32)cc1 (stereo not given)
→ i, i, -2.5
O=C(CSC1=Nc2ccccc2C2=NC(CC(=O)NCc3ccco3)C(=O)N12)NCc1ccco1 (stereo not given)
→ i, i, 0.1
O=C(O)c1ccc(/C=N/NC(=O)C2CC2(c2ccccc2)c2ccccc2)cc1 (stereo not given)
→ i, i, -0.6
CC(=O)N1N=C(c2ccncc2)CC1c1ccccc1O (stereo not given)
→ i, i, -0.7
CCOC(=O)N1CCC(NC(=O)C2CCCN(S(C)(=O)=O)C2)CC1 (stereo not given)
→ i, i, -0.9

# Filtered by structure, those above with a cyano group.
# Order of results – CHT PAM, CHT block, STK33 kinase inh
COc1cc(/C=C(\C#N)C(=O)N2CCc3ccccc32)ccc1O
→ i, i, 2.5
CC1(C)CSC(=NCCc2ccccc2)N1C(=O)c1ccc(C#N)cc1
→ i, i, .

# (more compounds)
# Order of results – CHT PAM, CHT block, STK33 kinase inh
COc1ccccc1C1C=C(c2ccccc2)Nc2nnnn21 (stereo not given)
→ i, i, -0.5
CCCCn1c(N)c(N(CC(C)C)C(=O)CCCc2nc3ccccc3s2)c(=O)[nH]c1=O
→ i, i, -1.5
Cc1ccc2[nH]nc(C(=O)N3CCCC(C(=O)c4ccc(Cl)cc4)C3)c2c1 (stereo not given)
→ i, i, -1.5
COc1ccc(OCC(O)CNC(=O)c2ccc(OC)cc2)cc1 (stereo not given)
→ i, i, -0.2
CCc1ccc2c(c1)C(c1ccc([N+](=O)[O-])cc1)=NNC(c1ccc(F)cc1)=N2
→ i, i, 0.2
S=c1[nH]nc(-c2ccco2)n1/N=C/C(Cl)=C/c1ccccc1
→ i, i, 2.8
CCOC(=O)[C@@H]1[C@H]2COc3ccccc3[C@H]2N2C(=O)N(c3ccc(F)cc3)C(=O)[C@]12C
→ i, i, -0.5
COc1cc(NC(=O)c2cccc3c2C(=O)N(Cc2cccnc2)C3)cc(OC)c1OC
→ i, i, -0.3
Cc1ccc(/C(N)=N/OC(=O)c2cccs2)cc1
→ i, i, -2.1
CS(=O)(=O)N1CCN(c2ccc(NC(=O)c3cc4ccccc4o3)cc2)CC1
→ i, i, -1.9

# Ordered by the number under STK33 kinase inh (ascending): three of the compounds above
SMILES	STK33 kinase inh
Cc1ccc(/C(N)=N/OC(=O)c2cccs2)cc1	-2.1
O=C(N/N=C/c1ccc([N+](=O)[O-])cc1)c1cccc2cc[nH]c12	-1.3
CC1CC1C(=O)Nc1nc2ccc(Cl)cc2s1 (stereo not given)	2.0

# Next part
# Order of results – CHT PAM, CHT block, STK33 kinase inh
COc1ccc(C(O)c2nccn2Cc2ccccc2)cc1 (stereo not given)
→ i, i, -0.5
C=CCNC(=S)Nc1ccc(Br)cc1F
→ i, i, 11
COc1cccc(-c2ccc(SCC(=O)N3CCN(c4ccccc4)CC3)nn2)c1
→ i, i, 1.0
Cc1cc(C(=O)C(=O)NC(C)C)c(C)n1-c1ccc([N+](=O)[O-])cc1
→ i, i, -0.4
CCCNC(=O)COC(=O)c1ccc(N2CCCC2)c([N+](=O)[O-])c1
→ i, i, 3.7
Cc1ccc(S(=O)(=O)N(CC(=O)N(C(C)C)C(C)C)C(=O)N2CCN(C)CC2)cc1
→ i, i, -2.7
Cc1ccc(NC(=O)NCCN2CCN(c3ccccc3)CC2)cc1Cl
→ i, i, 1.5
CCN1C(=O)/C(=C\c2cccs2)C(C(=O)OC)=C1C
→ i, i, 0.3
CCOC(=O)c1ccc(NC(=O)c2ccc3c(c2)OCO3)cc1
→ i, i, -3.0
CCc1ccc(-n2c(=O)c3c(C)c(C(=O)N(C)C)sc3n(CC(=O)NCC3CCCO3)c2=O)cc1 (stereo not given)
→ i, i, -3.5
Cc1ccccc1OCCn1c(C)nc2ccccc21
→ i, -5.2*, -1.6
CCCC(=O)n1nc(-c2ccco2)nc1SCc1ccccc1
→ i, i, -0.6
COC(=O)c1ccc(N=Cc2c(C(F)(F)F)[nH][nH]c2=O)cc1
→ i, i, -0.7
COC(=O)C(=Nc1ccccc1)/C(C(=O)C(=O)N(C)c1ccccc1)=C(\O)c1ccccc1
→ i, i, 0.4
CCOC(=O)C1CCCN(C(=O)CCc2ccccc2)C1 (stereo not given)
→ i, i, -1.6
CCOC(=O)C1CCN(C(=O)C2CCCN2S(=O)(=O)c2ccc(Cl)cc2)CC1 (stereo not given)
→ i, i, 2.9
O=C(CSc1nnc(-c2ccco2)n1-c1ccccc1)NCc1ccc2c(c1)OCO2
→ i, i, 0.2
Cc1ccccc1OCCSc1nc(N(C)C)nc(N(C)C)n1
→ i, i, -0.8
CCOC(=O)c1sc(NC(=O)CN2C(=O)c3cccc4cccc(c34)C2=O)nc1C
→ i, i, 0.5
Cc1cc(C)cc(NC(=O)c2cccc(NC3=NC4CS(=O)(=O)CC4S3)c2)c1 (stereo not given)
→ i, i, -0.9

# Three entries already listed, arranged by molar mass, smallest number first:
# Order of results – CHT PAM, CHT block, STK33 kinase inh
CCOC(=O)C1CCCN(C(=O)CCc2ccccc2)C1 (stereo not given)
→ i, i, -1.6
CCOC(=O)c1sc(NC(=O)CN2C(=O)c3cccc4cccc(c34)C2=O)nc1C
→ i, i, 0.5
CCOC(=O)C1CCN(C(=O)C2CCCN2S(=O)(=O)c2ccc(Cl)cc2)CC1 (stereo not given)
→ i, i, 2.9

# (next part)
# Order of results – CHT PAM, CHT block, STK33 kinase inh
Cc1ccc(NC(=O)C2CCCN(c3ncccn3)C2)c(C)c1 (stereo not given)
→ i, i, -1.0
Cc1cccnc1NC(=O)CSc1nnc(COc2ccc(C(C)C)cc2)n1C
→ i, i, 0.1
CS(=O)(=O)N(CC(=O)N1CCCC1)c1cccc(F)c1
→ i, i, 4.6
CC(C)C(=O)Nc1ccc(C(=O)NNC(=O)C(c2ccccc2)c2ccccc2)cc1
→ i, i, -0.6
COc1ccccc1/C=C/C=N/n1c(COc2ccccc2)n[nH]c1=S
→ i, i, -0.3
COc1ccc(CCN2CCCn3c2nc2c3c(=O)n(Cc3ccccc3F)c(=O)n2C)cc1OC
→ i, i, -0.3
